# Giardia killer – Giardia lamblia killing; Giardia lamblia trophozoite viability; activity change, % at 7.66 µM, hits read low; 0.15% of 340,000 active; AID 540267; in the data active = activity change below about -80%; inconclusive = between about -30% and that limit;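 note: parasites exposed to compound for two days anaerobically before the ATP read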
#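 Anaerobic 48 hrs incubation at 37 deg C of 100 trophozoites/well with test compounds; ATPLite 1-Step luminescence, 15-30 min RT, reports cellular ATP as viability.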
# uPA surface inh – cell surface uPA generation inhibition; cell surface uPA generation assay, qHTS; Potency, µM (top dose mostly 38.3 µM), inactives show at the top dose activity change, negative = inhibition, most hits filed as inhibitors; 0.31% of 330,000 active; active = well fitted inhibition curve with a large enough effect; inconclusive = small, poorly fitted or top-dose-only effect; inactive = no such curve, though single readings can be large or run the other way; tested in mouse RAW 264.7 cells; note: potency is the fitted concentration of half-maximal effect; nearly all actives have a fitted effect of over 55% in size
# USP2a inh – USP2a (human) protease inhibition. Potency, µM (doses to about 38.3 µM), without a hit: at the highest dose activity change, negative = inhibition, most hits filed as inhibitors. USP2 core, Ub-CHOP2 coupled fluorogenic reporter, 485/531. 0.01% of 330,000 active. AID 463254. O75604;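 note: potency is the fitted concentration of half-maximal effect; plate controls were DMSO wells for no effect and full inhibition by NEM control for full effect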
#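 Deubiquitinase activity read as fluorescence (485/531 nm) after Ub-CHOP2 cleavage activates the enterokinase reporter on its substrate; USP2 core 10nM, Ub-CHOP2 and substrate 25nM each, 30min compound preincubation then 60min RT; data normalized to NEM, curves fitted.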
# PKM2 activator – increases activity of human pyruvate kinase M2; purified PKM2, Kinase-Glo ATP luminescence, activation; response scale: 0% is enzyme alone, no compound; Potency, µM (doses to about 57.5 µM), inactives show top-dose activation, most hits filed as activators; 0.34% of 260,000 active; note: potency is the fitted concentration of half-maximal effect; nearly all actives have a fitted effect of over 55% in size
#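 Purified hPK-M2 (>95% pure) converted ADP (0.1 mM final) to ATP with 0.5 mM PEP in 50 mM imidazole pH7.2, KCl, MgCl2, Tween 20, BSA; 1 h at room temperature. ATP detected by Kinase-Glo luminescence.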
# Coupling enz – counter-screen for Giardia aldolase inhibitors: coupling enzyme system. coupling enzyme system counterscreen, AmpLite Red fluorescence. activity change, negative = inhibition, % at 58.2 µM, hits read low. 0.67% of 290,000 active. AID 2472; in the data active = activity change below about -30%
#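 Counterscreen of the coupled detection system alone, without aldolase: glyceraldehyde-3-phosphate coupling enzymes plus AmpLite Red readout. Compounds at 57.5 uM final, 10 min RT preincubation, 20 min RT reaction, fluorescence 525/598 nm.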
# KCNH2 3.1 block – inhibitors of human KCNH2 3.1 potassium channel isoform | U2OS KCNH2 3.1, thallium flux FluxOr; active compounds read low | activity change, % (tested at about 1.8 µM) | 0.95% of 340,000 active | AID 720553;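 active = maximum activity change below -70%; inconclusive = maximum activity change from -70% to -50%; inactive = maximum activity change above -50%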;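 note: thallium influx rate constant from kinetic fluorescence after stimulation buffer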
#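 Channel expression came from 3.1 mutant virus (1.77 x 10^8 /mL) applied to suspended U2OS cells for 4 h. Flux was tracked with FluxOr dye plus Red40 quencher, and kinetic rate constants normalized to controls.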
# Eya2 phos inh – blocks the phosphatase activity of human Eya2; O00167; recombinant Eya2, OMFP fluorescence dephosphorylation (OMFP is methylfluorescein phosphate); Potency, µM (series often up to 76.9 µM), for inactives: top-dose activity, negative = inhibition, most hits filed as inhibitors; 0.006% of 330,000 active; AID 488837; note: potency is the fitted concentration of half-maximal effect
#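 Eya2 protein (added as 0.2 uM solution) was preincubated with compound for 10 min at ambient temperature in 50 mM HEPES pH 7.5, 50 mM NaCl, 5 uM MgCl2, 0.05% BSA, 1 mM DTT. OMFP (added at 50 uM) then reacted 10 min; fluorescence read at 485/525 nm.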
# GALK inh – blocks human galactokinase activity; AID 1868; P51570; Purified GALK, Kinase-Glo residual ATP luminescence; 0.007% of 270,000 active; Potency, µM (top dose mostly 57.5 µM), for inactives: top-dose activity change, negative = inhibition, hits mostly inhibitors; note: potency is the fitted concentration of half-maximal effect
# Target sequence (P51570 whole entry, looked up): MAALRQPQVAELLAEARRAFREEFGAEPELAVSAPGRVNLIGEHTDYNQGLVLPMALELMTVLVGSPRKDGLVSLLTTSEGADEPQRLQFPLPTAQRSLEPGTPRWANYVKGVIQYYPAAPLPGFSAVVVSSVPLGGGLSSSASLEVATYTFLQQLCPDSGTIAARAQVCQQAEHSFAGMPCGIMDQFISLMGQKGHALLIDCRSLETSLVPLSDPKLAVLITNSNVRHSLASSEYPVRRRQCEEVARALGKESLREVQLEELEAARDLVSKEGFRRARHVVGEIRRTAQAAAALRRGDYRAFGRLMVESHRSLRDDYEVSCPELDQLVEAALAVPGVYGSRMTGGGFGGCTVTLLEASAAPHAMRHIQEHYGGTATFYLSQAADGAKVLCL
#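 Human GALK (5 nM) with 35 uM ATP and 100 uM galactose in 20 mM HEPES pH 8.0, 5 mM MgCl2, 60 mM NaCl, 1 mM DTT, 0.01% BSA. After 1 h at room temperature, leftover ATP was read by Kinase-Glo Plus luminescence.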
# Chronic BCR inh – chronic active BCR signaling inhibition | ABC-DLBCL IkBa-CBG/CBR reporter, luminescence ratio, 4 h | Potency, µM (series often up to 46.1 µM), without a hit: at the top dose ratio change, negative = lower green/red ratio, usual class: inhibitors | 0.05% of 340,000 active; active = well fitted inhibition curve with a large enough effect in the signal ratio, with a control signal flat, not every such curve was filed as active; inconclusive = small, poorly fitted or top-dose-only effect, or effect the other way, or a change in a side signal; the % refers to the signal ratio;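 note: potency is the fitted concentration of half-maximal effect; plate controls were basal doxycycline-induced cells for no effect and cells given 10 µM MG132 for full effect; MG132 reads +100%, hits lower the ratio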
#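 Concentration-response series (up to 46 uM) were applied to TMD8 dual-reporter cells for 4 h at 37C with doxycycline. Green/red ratio, after filter-overlap correction, defined %Activity; red signal alone was normalised to basal cells and zero luminescence.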
# hERG WT inh – inhibitors of human wildtype KCNH2 potassium channel; Q12809; U2OS, BacMam KCNH2, thallium flux FluxOr; active compounds read low; activity change, % at 1.84 µM; 0.37% of 340,000 active;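 active = maximum activity change below -70%; inconclusive = maximum activity change between -70% and -50%; inactive = maximum activity change above -50%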
#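 U2OS cells transduced with wild-type KCNH2 virus are loaded with FluxOr dye for 45 min, and thallium flux is measured in kinetic reads before and after stimulation buffer. Rate constants are normalized to DMSO controls.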
# B2AR arrestin – beta2AR (human) beta-arrestin recruitment activity; P07550; beta-arrestin recruitment to beta2AR, cell-based reporter; Potency, µM (doses to about 46.1 µM), without a hit: at the top dose activation, most hits filed as activators; 0.02% of 330,000 active; AID 492947;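 note: potency is the fitted concentration of half-maximal effect; 0% = DMSO controls and full agonism = EC100 isoproterenol or metaproterenol; nearly all actives have a fitted effect of over 65% in size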
# Target sequence (P07550 whole entry, looked up): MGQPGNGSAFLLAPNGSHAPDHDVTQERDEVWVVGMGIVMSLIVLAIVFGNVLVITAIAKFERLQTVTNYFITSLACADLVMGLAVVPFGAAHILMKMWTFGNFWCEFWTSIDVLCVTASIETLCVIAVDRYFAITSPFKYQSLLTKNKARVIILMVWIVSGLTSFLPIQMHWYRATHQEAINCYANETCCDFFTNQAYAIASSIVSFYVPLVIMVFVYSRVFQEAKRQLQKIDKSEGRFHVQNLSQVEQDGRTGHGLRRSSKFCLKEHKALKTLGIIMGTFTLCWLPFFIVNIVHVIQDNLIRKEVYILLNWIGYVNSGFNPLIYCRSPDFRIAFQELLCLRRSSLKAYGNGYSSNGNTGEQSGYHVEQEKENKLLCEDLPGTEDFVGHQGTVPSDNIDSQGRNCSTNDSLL
# The depositor's hits bear a star; i = inactive; u = inconclusive; x = no result given; [ ] = another dose, or the depositor's remark. Unless noted, calls come from the whole dose curve; as a rule, active = well fitted curve in the direction sought with a large enough effect; inconclusive = small, poorly fitted or top-dose-only effect, or another doubt; inactive = no such curve, though single readings can be large; an effect the other way counts as inactive or inconclusive. Unless noted, % is set by controls: 0 for no effect and ±100 for the full control effect.
# Second line of a record – Giardia killer	uPA surface inh	USP2a inh	PKM2 activator	Coupling enz	KCNH2 3.1 block	Eya2 phos inh	GALK inh	Chronic BCR inh	hERG WT inh	B2AR arrestin
COc1cccc(-c2nn(-c3ccccc3)cc2CN(C)C(C)c2ccon2)c1 (stereo unspecified)
    7	0%	0%	-1%	-4	-25	4%	0%	4%	-20	-0.1%
Cc1ccc(C(=O)Nc2cccc(S(=O)(=O)N(C)c3ccccc3)c2)o1
    14	-2%	4%	x	x	-19	0%	x	-1%	-16	-0.2%
CCOCC(=O)Nc1cccc(C(=O)OCC)c1
    9	5%	3%	6%	3	-9	-7%	0%	9%	4	-0.2%
CCCc1nc(SCC(=O)Nc2cc(Cl)ccc2OC)c2c(=O)n(C)c(=O)n(C)c2n1
    x	x	-1%	-2%	1	x	-14%	4%	3%	x	0.1%
Cc1ccc(S(=O)(=O)Nc2c(C)n(C)n(-c3ccccc3)c2=O)cc1C(=O)NCc1ccccn1
    -6	-1%	-4%	-1%	-4	-2	-8%	-1%	-2%	18	0.2%
COc1ccc2nc3cccc(OC)c3nc2c1
    -8	-9%	9%	11%	-39*	14	u	-15%	u	-4	0.4%
CCCCCCn1cnc2c(c1=O)c1nc3ccccc3nc1n2Cc1cccs1
    6	9%	0%	-3%	-1	-16	1%	1%	7%	-5	-1.1%
O=C(COC(=O)c1ccc(O)cc1)NCCC1=CCCCC1
    39[activator]	0%	1%	4%	5	-4	-15%	10%	0%	2	-0.1%
Cc1ccc(NC(=O)C=NOCC(=O)Nc2cc(C)cc(C)c2)cc1
    8	0%	3%	x	x	-3	2%	x	-25%	-7	-0.9%
CCOC(=O)N1CCN(c2ccc(C(=O)c3cccc(F)c3)cc2)CC1
    -6	-7%	0%	1%	0	14	20%	3%	-4%	0	-1.0%
O=C(O)CSc1nnc(-c2ccc(Cl)cc2Cl)n1-c1ccc(Br)cc1
    -5	-1%	1%	1%	6	9	6%	-8%	2%	3	4.8%
NS(=O)(=O)c1ccc(CCNC(=O)CSc2nc3ccccc3c(=O)n2CCC(=O)N2CCCCC2)cc1
    -6	20%	3%	-3%	3	1	-4%	-1%	u	-5	0.0%
O=c1c(/C=C(\O)c2ccccc2)nc2ccccc2n1-c1ccccc1
    5	6%	1%	-2%	-1	4	-7%	0%	u	-25	0.1%
CCC(=O)c1ccccc1OCC(=O)Nc1c(C)cccc1C
    17	-3%	2%	3%	2	-5	9%	0%	2%	0	0.2%
COc1ccc(C)cc1NC(=O)NCc1ccccc1F
    -4	-7%	10%	-3%	3	-11	-1%	-2%	7%	-33	-0.1%
CC(=O)Nc1ccc(C(=O)CSc2nc3ccccc3n2CC(=O)N2CCCC2)cc1
    8	x	0%	-7%	2	-9	-7%[15.4 µM]	1%	u	31	-0.2%
O=C(NCc1ccc(Cl)cc1)C1=Cc2cc(Cl)ccc2OC1
    -9	4%	-2%	3%	-2	-27	-4%	-3%	-1%	-10	-1.0%
COc1ccc(CN2CCSc3sccc3C2=O)cc1
    30[activator]	13%	1%	x	-1	19	8%	4%	u	4	0.1%
COc1ccc(NC(=O)c2nc[nH]c2C(=O)N[C@@H](C)c2ccccc2)cc1
    4	9%	-3%	1%	-3	-5	-11%	-1%	0%	1	-0.8%
Cc1c(N=CC=Nc2c(C)n(C)n(-c3ccccc3)c2=O)c(=O)n(-c2ccccc2)n1C
    x	x	-3%	-3%	3	x	5%	3%	1%	x	-0.9%
CN(Cc1ccccc1)c1ccc(C(CC(N)=O)NC(=O)Cc2ccc(Br)cc2)cc1[N+](=O)[O-] (stereo unspecified)
    -14	u	2%	-2%	3	7	-1%	-5%	1%	-5	0.2%
O=C(O)c1cc([N+](=O)[O-])c(NCc2cccnc2)c([N+](=O)[O-])c1
    -3	3%	5%	0%	2	3	14%	-3%	3%	6	-0.2%
CCOC(=O)N1CCN(C(=O)Cn2ncc3ccccc32)CC1
    -1	18%	2%	-3%	1	-7	-17%	2%	-4%	-5	0.1%
O=C(N/N=C/c1ccncc1)c1nc(-c2ccccc2)n2c1CCCCC2
    14	-1%	3%	5%	3	-8	7%	x	u	-8	-0.1%
O=C(NNS(=O)(=O)c1ccc([N+](=O)[O-])cc1)c1ccncc1
    -2	0%	1%	3%	0	-3	1%	-1%	2%	-1	-0.5%
CC(C)(C)CN1C(=O)C(=O)NC[C@@H]1Cc1ccc(O)cc1
    -9	-2%	-9%	0%	5	10	10%	1%	-1%	0	0.0%
O=C(c1ccc([N+](=O)[O-])o1)N1CCN(c2nc3c(F)cc(F)cc3s2)CC1
    u	-1%	-3%	x	x	-1	-4%	x	19%	8	-0.4%
COc1cc2c(cc1OC)CN(C(=O)C1CCCN1S(=O)(=O)c1ccc(F)cc1)CC2 (stereo unspecified)
    -1	-7%	6%	x	2	16	-10%	0%	-5%	-9	-0.8%
O=C(CNC(=O)c1cccs1)N/N=C/c1ccco1
    -2	7%	2%	17%	0	-1	3%	4%	u	0	-0.1%
CCOc1ccccc1NC(=O)CSc1nc2c(c(=O)n1C)SC(C)C2 (stereo unspecified)
    -7	-6%	-1%	-7%	4	2	-14%	0%	u	-6	0.1%

# Quoted at random: 2 entries already listed
# Second line of a record – Giardia killer	uPA surface inh	USP2a inh	PKM2 activator	Coupling enz	KCNH2 3.1 block	Eya2 phos inh	GALK inh	Chronic BCR inh	hERG WT inh	B2AR arrestin
O=C(CNC(=O)c1cccs1)N/N=C/c1ccco1
    -2	7%	2%	17%	0	-1	3%	4%	u	0	-0.1%
CCCCCCn1cnc2c(c1=O)c1nc3ccccc3nc1n2Cc1cccs1
    6	9%	0%	-3%	-1	-16	1%	1%	7%	-5	-1.1%

# Back to the main list, starting 4 compounds before the break.
# Second line of a record – Giardia killer	uPA surface inh	USP2a inh	PKM2 activator	Coupling enz	KCNH2 3.1 block	Eya2 phos inh	GALK inh	Chronic BCR inh	hERG WT inh	B2AR arrestin
O=C(c1ccc([N+](=O)[O-])o1)N1CCN(c2nc3c(F)cc(F)cc3s2)CC1
    u	-1%	-3%	x	x	-1	-4%	x	19%	8	-0.4%
COc1cc2c(cc1OC)CN(C(=O)C1CCCN1S(=O)(=O)c1ccc(F)cc1)CC2 (stereo unspecified)
    -1	-7%	6%	x	2	16	-10%	0%	-5%	-9	-0.8%
O=C(CNC(=O)c1cccs1)N/N=C/c1ccco1
    -2	7%	2%	17%	0	-1	3%	4%	u	0	-0.1%
CCOc1ccccc1NC(=O)CSc1nc2c(c(=O)n1C)SC(C)C2 (stereo unspecified)
    -7	-6%	-1%	-7%	4	2	-14%	0%	u	-6	0.1%
COc1cc(OC)c(/C=N/n2c(C3CCCCC3)n[nH]c2=S)c(OC)c1
    -7	0%	1%	x	-2	0	-7%	-1%	-4%	-17	0.3%
Cc1cccc(NCc2ccc(O)c3ncccc23)c1
    u	-3%	2%	-2%	-5	-2	4%	6%	-19%	i	0.0%
CCNC(=S)N/N=C/c1ccco1
    17	1%	1%	1%	0	5	3%	0%	-28%	-4	u
Cc1cccc(-n2ncc3c2CCCC3NC(=O)C2CCOCC2)c1C (stereo unspecified)
    12	-3%	1%	-12%	x	x	2%	-4%	1%	-2	-0.3%
Cc1ccc(-c2cn3cccnc3n2)cc1
    -21	-11%	-1%	-26%	-19	4	0%	1%	0%	-19	-0.4%
FC(F)(F)c1nnc2sc(-c3ccccn3)nn12
    2	4%	1%	u	1	-5	5%	-5%	7%	4	-0.1%
CCOc1cccc(-c2nc(C(N)=O)c3[nH]c(=O)n(-c4cccc(Cl)c4)c3n2)c1O
    -27	-1%	4%	1%	1	-10	-3%	-1%	u	-2	-1.0%
O=C(c1cccs1)N(c1ccc(F)cc1)C1C=CS(=O)(=O)C1 (stereo unspecified)
    -14	4%	0%	3%	0	x	-11%	7%	2%	-22	-0.3%
Cc1cc(-c2nnc(CCC(=O)NCc3ccc(OC(F)(F)F)cc3)o2)no1
    10	-1%	2%	3%	6	-3	-21%	0%	0%	5	0.4%
CCc1ccc(OCC(=O)NNC(=O)c2cc(S(=O)(=O)N(C)C)ccc2N2CCCC2)cc1
    6	1%	2%	x	x	-5	-18%	x	-3%	3	-0.6%
C=CCn1c(=O)c2ccccc2n2c(SC(C)C(=O)Nc3nc(-c4ccccc4)cs3)nnc12 (stereo unspecified)
    12	3%	1%	2%	4	-25	2%	-1%	-2%	-3	0.4%

# Screening data: PubChem, National Center for Advancing Translational Sciences (NCATS)
